# EPAC2 agonist = activates human EPAC2 exchange factor | Q8WZA2 | EPAC2 activation, biochemical qHTS; response scale: 100% = 6.5 mM cAMP response | Potency, µM (highest dose often 154 µM), without a hit: at the highest dose activation, most hits filed as activators | 360,000 tested, 0.079% active | AID 720711; further: potency means the concentration at half of the fitted maximal effect; nearly all actives have a fitted effect of over 50% in size
# Target sequence (Q8WZA2 whole entry, looked up): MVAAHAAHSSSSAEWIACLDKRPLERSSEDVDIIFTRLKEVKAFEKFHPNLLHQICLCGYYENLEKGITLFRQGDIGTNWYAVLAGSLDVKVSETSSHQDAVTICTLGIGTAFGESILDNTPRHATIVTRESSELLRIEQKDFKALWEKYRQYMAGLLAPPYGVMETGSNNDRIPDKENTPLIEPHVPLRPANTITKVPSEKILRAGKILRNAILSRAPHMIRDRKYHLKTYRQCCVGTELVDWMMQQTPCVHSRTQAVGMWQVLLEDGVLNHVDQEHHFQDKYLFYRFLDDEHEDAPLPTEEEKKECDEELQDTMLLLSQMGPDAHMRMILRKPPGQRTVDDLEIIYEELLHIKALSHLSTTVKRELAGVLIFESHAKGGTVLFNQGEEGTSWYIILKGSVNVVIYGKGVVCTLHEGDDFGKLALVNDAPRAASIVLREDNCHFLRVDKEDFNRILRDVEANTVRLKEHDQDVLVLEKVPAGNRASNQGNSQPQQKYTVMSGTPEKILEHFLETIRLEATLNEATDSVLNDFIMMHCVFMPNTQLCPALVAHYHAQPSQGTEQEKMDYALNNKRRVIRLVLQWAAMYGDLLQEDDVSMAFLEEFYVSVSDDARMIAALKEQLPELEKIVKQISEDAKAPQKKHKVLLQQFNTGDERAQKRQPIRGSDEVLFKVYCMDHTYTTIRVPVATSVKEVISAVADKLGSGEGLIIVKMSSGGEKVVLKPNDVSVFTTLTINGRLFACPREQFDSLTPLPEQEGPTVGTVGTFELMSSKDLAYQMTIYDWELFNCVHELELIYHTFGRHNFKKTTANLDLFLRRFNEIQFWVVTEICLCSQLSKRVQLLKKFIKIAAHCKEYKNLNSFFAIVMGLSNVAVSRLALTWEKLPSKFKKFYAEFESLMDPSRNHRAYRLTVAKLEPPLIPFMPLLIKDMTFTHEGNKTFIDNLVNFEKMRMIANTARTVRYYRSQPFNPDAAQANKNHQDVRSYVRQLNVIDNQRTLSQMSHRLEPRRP
#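 Each well held 100 nM EPAC2, 250 nM RAP1B-BODIPY-GDP and 50 uM GDP. Fluorescence, read at 5-min intervals to 30 min, was referenced to a 6.5 mM cAMP positive control.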
# D3 ag = D3 dopamine receptor (human) agonism; D3R DiscoveRx beta-arrestin cells, luminescence, 90 min; P35462; 410,000 tested, 0.58% active; max activation, %; in the data active means max activation above about 30%; further: 0% is about no effect; mostly tested at two doses, the higher about 12 µM
#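 Agonist mode: compounds and dopamine controls were applied to plated cells for 90 min at 37 degrees C after an overnight attachment at 1500 cells/well. Luminescent read-out followed 30 - 60 minutes at room temperature with DiscoveRx detection reagent.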
# PTHR1 agonist = PTHR1 (human) receptor agonism; Q03431; HEK293 GP2 PTHR1 cells, GloSensor cAMP luminescence, 1 h; Potency, µM (series often up to 115 µM), for inactives: at the highest dose activation, most hits filed as activators; 410,000 tested, 0.075% active; AID 743266; further: potency means the concentration at half of the fitted maximal effect; nearly all actives have a fitted effect of over 55% in size; some results filed as inactive show a strong effect at the top dose; inactives centre near -15; many of its hits are not listed in these tables
#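 HEK-293-derived GP2 cells expressing PTHR1 and a GloSensor cAMP reporter, 3,000/well, plated overnight, given luciferin plus IBMX (each 0.5 mM as added) for 1 h at 37 °C, then compound for 1 h at 37 °C. Luminescence was read after 15 min at room temperature.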
# CCT chaperon mod = cytosolic chaperonin activity modulation | purified chaperonin ATPase assay, HTRF ADP detection, 30 min | activity change, % (test concentration not listed), hits read low | 360,000 tested, 0.3% active | AID 651819; in the data active means activity change below about -30%; further: on the % scale 0 is the no-effect control and ±100 the full control effect
#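 We incubate TRiC, 40 or 20 nM final, with library compounds at 76 uM and 10 uM ATP for 30 min at 37 °C. ADP formed is detected with Transcreener HTRF reagents after 30 min at room temperature.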
# pAkt inh = Akt phosphorylation inhibition. Neuro2A IGF-stimulated pAkt S473 HTRF, 20 min; active compounds read low. activity change, % for hits at 50 µM. 360,000 tested, 0.32% active; in the data active means activity change below about -80%; inconclusive means mostly about -51% to -80%; further: on the % scale 0 is the no-effect control and ±100 the full control effect
#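 Neuro2A cells (4,500/well, DMEM with 0.5% FBS) were treated with compound at a single 50 µM final concentration, stimulated with 6 nM IGF for 20 min at 37 °C, and lysed. Phospho-Akt Ser473 was read by HTRF as 665/615 ratio ×10^4.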
# EPAC2 antag = blocks human EPAC2 exchange factor | Q8WZA2 | AID 720708 | EPAC2 GEF exchange of Rap1B-BODIPY-GDP, fluorescence | 360,000 tested, 0.18% active | Potency, µM (titrated, usually from 114 µM), for the others: at the highest dose activity, negative = inhibition, hits mostly inhibitors; further: potency means the concentration at half of the fitted maximal effect; on the % scale 0 is the no-effect control and ±100 the full control effect; nearly all actives have a fitted effect of over 45% in size; many of its hits are not listed in these tables
# DRD3 antagonist = antagonists of human D3 dopamine receptor; AID 652054; P35462; 360,000 tested, 2.5% active; max response, negative = inhibition, %; D3R cells, DiscoveRx beta-arrestin luminescence, antagonist mode; active compounds read low; in the data active means max response below about -50%; inconclusive means no clear call, values can overlap the other calls; further: on the % scale 0 is the no-effect control and ±100 the full control effect; mostly tested at two doses, the higher about 12 µM
#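 Cells plated overnight at 1500 cells/well, then exposed to library compounds with dopamine controls for 90 minutes at 37 degrees C. DiscoveRx reagent added for 30–60 minutes at room temperature; luminescence read, quantitative HTS format.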
# Mm-Cpn inhibitor = inhibitors of Methanococcus maripaludis chaperonin (MmCpn); purified Mm-Cpn ATPase, ADP Transcreener TR-FRET; Potency, µM (titrated, usually from 76.9 µM), inactives show at the highest dose activity, negative = inhibition, most hits filed as inhibitors; 330,000 tested, 0.031% active; further: potency means the concentration at half of the fitted maximal effect; on the % scale 0 is the no-effect control and ±100 the full control effect; nearly all actives have a fitted effect of over 80% in size
#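 Compound-treated chaperonin, 25 nM final, turns over 10 uM ATP at 37°C for 30 min following a 10 min preincubation; ADP generated competes with ADP-d2 for Eu-cryptate antibody, lowering FRET.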
# Numbers without * were called inactive; i = inactive; ? = inconclusive; · = not tested or not shown; [ ] = dose if it differs, or a comment. Unless noted, the call rests on the fitted dose curve; in most records, active means well fitted curve in the direction sought with a large enough effect; inconclusive means small, poorly fitted or top-dose-only effect, or another doubt; inactive means no such curve, though single readings can be large; an effect the other way counts as inactive or inconclusive.
SMILES,EPAC2 agonist,D3 ag,PTHR1 agonist,CCT chaperon mod,pAkt inh,EPAC2 antag,DRD3 antagonist,Mm-Cpn inhibitor
Cn1c(-c2cc(Br)ccc2O)n[nH]c1=S,3%,-1,i,3.6,i,18%,16,1%
O=C(NCC(O)CO)c1ccc2[nH]c3ccccc3c2c1 (stereo not given),3%,6,i,-0.2,i,5%,10,0%
O=C(NCc1ccccc1)C1CCN(S(=O)(=O)N2CCOCC2)CC1,4%,-14,i,0.5,i,12%,10,1%
Cc1cccc(C)c1NC(=O)C(c1ccc(C(F)(F)F)cc1)n1c(=O)c(-c2ccccc2)nc2ccccc21 (stereo not given),6%,-7,-21%,·,i,-3%,1,·
CCOc1ccccc1C(=O)OCC(=O)Nc1cc(Cl)ccc1Oc1ccccc1,7%,5,i,-0.1,i,?,12,-8%
COc1ccc(NCc2cc3ccccc3[nH]c2=O)cc1,7%,-2,-16%,-1.8,i,-3%,-19,?
O=C(Cn1nc(C(=O)O)c2ccccc2c1=O)Nc1ccc(F)cc1F,-4%,5,-10%,3.3,i,7%,12,0%
O=S(=O)(NC1CCCC1)c1ccc(-n2cnnn2)cc1,12%,-6,i,-2.8,i,9%,-24,0%
CCN(CC(=O)Nc1ccc(OC)cc1)C(=O)CSCC(=O)Nc1cc(C)on1,-2%,1,-15%,-2.1,i,-14%,-2,4%
CN1CCC(N(C)C(=O)/C(C#N)=C\c2ccc(OC(F)F)cc2)CC1,9%,-7,i,-1.3,i,2%,5,·
Cc1ccc(C)c(OCCC(=O)OCC(=O)Nc2ccc(N3CCOCC3)cc2)c1,-7%,-12,-68%,-3.7,i,-2%,0,-1%
NS(=O)(=O)c1ccc(NC(=O)COC(=O)c2cnccn2)cc1,4%,7,i,-1.8,i,-2%,-8,-12%

# Five consecutive records from above:
SMILES,EPAC2 agonist,D3 ag,PTHR1 agonist,CCT chaperon mod,pAkt inh,EPAC2 antag,DRD3 antagonist,Mm-Cpn inhibitor
Cn1c(-c2cc(Br)ccc2O)n[nH]c1=S,3%,-1,i,3.6,i,18%,16,1%
O=C(NCC(O)CO)c1ccc2[nH]c3ccccc3c2c1 (stereo not given),3%,6,i,-0.2,i,5%,10,0%
O=C(NCc1ccccc1)C1CCN(S(=O)(=O)N2CCOCC2)CC1,4%,-14,i,0.5,i,12%,10,1%
Cc1cccc(C)c1NC(=O)C(c1ccc(C(F)(F)F)cc1)n1c(=O)c(-c2ccccc2)nc2ccccc21 (stereo not given),6%,-7,-21%,·,i,-3%,1,·
CCOc1ccccc1C(=O)OCC(=O)Nc1cc(Cl)ccc1Oc1ccccc1,7%,5,i,-0.1,i,?,12,-8%

# Further results follow:
SMILES,EPAC2 agonist,D3 ag,PTHR1 agonist,CCT chaperon mod,pAkt inh,EPAC2 antag,DRD3 antagonist,Mm-Cpn inhibitor
Cc1ccc(NC(=O)Nc2nnc(-c3ccncc3)s2)cc1,4%,8,-84%[inhibitor],-0.9,i,-7%,-1,3%
COC(=O)N/N=C/c1ccc(-c2ccc(C)c(Cl)c2)o1,-10%,-4,-16%,-1.2,i,9%,5,1%
Cc1ccc(NC(=S)N2CCN(c3ccccc3F)CC2)c(C)c1,8%,-14,i,0.0,i,7%,-16,2%
CC(=O)Nc1ccc(S(=O)(=O)N(C)c2ccc(O)cc2)cc1,-2%,-3,-13%,1.9,i,12%,1,1%
CN(/C=C/C(=C\C=[N+](C)c1ccccc1)OCCCS(=O)(=O)[O-])c1ccccc1,11%,-7,-27%,2.2,i,-5%,9,1%
CC(C)OC(=O)c1nn2c(C(F)(F)F)cc(-c3ccco3)nc2c1Cl,0%[15.6 µM],4,-14%[57.5 µM],-1.5,·,5%,-2,-6%
O=C(Nc1ccc2c(c1)ncn2-c1ccccc1)c1ccco1,-5%,-12,-50%[inhibitor],0.7,i,1%,-10,-2%
COC(=O)CC1=C(c2ccc([N+](=O)[O-])cc2)CCC1=O,9%,-8,i,-2.8,i,-2%,0,·
COc1cc2c(cc1OC)C(COc1ccccc1OC)N(C(C)=O)CC2 (stereo not given),3%,1,-2%,-0.4,i,-30%,13,-1%
CCc1cc(=O)oc2cc(OCC(=O)NCCCn3ccnc3)c(Cl)cc12,4%,2,i,1.0,i,1%,4,0%
O=C(c1ccc(N2C(=O)C3C4CC(C(Br)C4Br)C3C2=O)cc1)N1CCCCC1 (stereo not given),0%,-1,i,-0.7,i,-4%,10,1%
CCc1ccc(C(=O)/C=C/c2cnn(C)c2C)s1,8%,-4,-10%,-0.7,·,0%,0,3%
Cc1oc(C)c(C(=O)O)c1COc1ccc(C(=O)O)cc1,5%,1,-24%,-1.7,i,11%,-7,·
CCOC(=O)c1ccc(NC(=O)CCc2c(C)nc3ncnn3c2C)cc1,-1%,-3,i,-1.6,i,7%,-5,-5%
CN(CCc1ccccc1)C(=O)c1ccc(NC(=O)Cc2ccc([N+](=O)[O-])cc2)cc1,5%,11,-50%[inhibitor],2.0,i,-11%,14,0%
OC1CN=C2Sc3ccccc3N2C1 (stereo not given),5%,1,-23%,-0.8,i,1%,14,0%
O=C(CSc1nnc(-c2cccnc2)n1Cc1ccccc1)NCc1ccccc1,-4%,0,i,1.4,i,1%,?,-1%
COc1cc(NC(=O)c2c(F)c(F)c(OC)c(F)c2F)ccc1NC(=O)c1cccs1,13%,5,i,-2.1,i,-9%,1,-7%
COC(=O)c1cc(OC)c(OC)cc1NCC(=O)Nc1cccc(C(F)(F)F)c1,-10%,9,-2%,0.6,i,-19%,14,1%
Cc1cc(C)c2cc(CN(Cc3ccco3)C(=S)NCC3CCCO3)c(=O)[nH]c2c1 (stereo not given),2%,-7,-18%,1.8,i,-7%,6,-9%
CSc1ccccc1C(=O)N1CCCC(CNC(=O)c2ccc(F)cc2)C1 (stereo not given),7%,0,-14%,-0.8,i,1%,-12,4%
O=C(c1ccccc1OC(F)F)N1CCN(S(=O)(=O)c2ccc3c(c2)OCCCO3)CC1,6%,4,?,1.2,i,-2%,-7,1%
CCOc1ccc2nc(SC3CC(=O)N(c4ccc(OC)cc4OC)C3=O)sc2c1 (stereo not given),-7%,-1,-26%,0.2,i,-20%,11,-2%
Cc1ccc(-n2c(N)c(C(=O)N3CCN(C)CC3)sc2=S)cc1,5%,-2,i,-1.4,i,9%,17,0%
O=C1OCCN1C(=O)[C@H]1[C@H](c2ccc(Cl)cc2)C(c2cccc(Cl)c2)=NN1c1ccccc1,5%,-1,i,1.3,i,3%,3,?
COC(=O)N/N=C/c1ccc(-c2ccc(Cl)cc2Cl)o1,0%,-8,i,1.0,i,-13%,8,-2%
O=C(Nc1ccc(-c2nc3cccnc3s2)cc1)C1CCCO1 (stereo not given),7%,4,-16%,-1.8,i,7%,6,-8%
Cc1noc(NS(=O)(=O)c2ccc(NC(=O)c3ccccc3NS(=O)(=O)c3ccc(F)c(F)c3)cc2)c1C,-1%,8,-15%,0.8,i,-16%,8,·
CCN(CC(=O)NC1CCS(=O)(=O)C1)c1ccc(S(=O)(=O)N(CC)CC)cc1[N+](=O)[O-] (stereo not given),-7%,-2,-45%[inhibitor],2.4,i,-5%,0,1%
Cc1cccc(NC(=O)c2nc[nH]c2C(=O)NCC(=O)OCc2ccccc2)c1,-4%,74*,-26%,-0.9,i,-9%,130,-1%
CN1CCN(C(=O)c2ccc(-c3nn(C)c(=O)c4ccccc34)cc2)CC1,2%,9,20%[57.5 µM],0.5,i,9%,6,·
COc1ccc(C(=O)Nc2ccc(N3CCCC3)cc2)cc1,0%,-2,i,-1.0,i,6%,2,0%
C=C(C)C1CC=C(C)/C(=N\NC(=O)CNc2cccc3ccccc23)C1 (stereo not given),0%,-2,-5%,-1.9,i,9%,-5,2%
CCC(C)NC(=O)Cn1cnc2sc(C)c(S(=O)(=O)N3CCN(c4ncccn4)CC3)c2c1=O (stereo not given),4%,4,-5%,-0.5,i,2%,0,-3%
CCN1C(=O)/C(=C\c2cn(CCC#N)nc2-c2ccc(F)cc2)SC1=S,9%,3,i,0.8,i,-17%,23,0%
Cc1ccc(CN(C)C(=O)CCc2c[nH]c3ccccc23)o1,3%,-18,i,-14,i,-12%,0,0%
CC(=O)Oc1ccc(/C(C)=N/N2CCN(Cc3ccc(C)cc3)CC2)cc1,9%,-8,i,-3.8,i,-2%,?,-1%
CCc1ccccc1NC(=O)c1ccc(F)c(S(=O)(=O)N2CCC(C(N)=O)CC2)c1,2%,-4,-17%,-0.7,i,4%,-15,0%
O=C(Nc1cccc2c1CCCC2)c1cc(C2CCCCN2C(=O)OCCF)on1 (stereo not given),11%,-25,i,0.7,i,-5%,19,·
CCc1ccccc1NC(=O)Cc1ccc(-n2cccc2)cc1,-8%,4,4%,-0.8,i,-20%,3,0%
CC1(C)CC(=O)C(C(c2ccccc2F)C2C(=O)CC(C)(C)CC2=O)C(=O)C1,-31%[inhibitor],3,i,-2.4,i,3%,-2,0%
O=C1COc2ccc(C(=O)COC(=O)c3ccc(Cl)cc3[N+](=O)[O-])cc2N1,6%,4,-12%,-2.7,i,-3%,-11,-1%
COc1ccccc1N(C(=O)CNC(=O)c1ccco1)C(C(=O)NC1CCCC1)c1ccncc1 (stereo not given),-2%,-2,i,-1.3,i,15%,-8,2%
COc1ccc(/C=C/C(=O)OCC(=O)N2c3ccccc3CC2C)cc1 (stereo not given),10%,1,-31%[inhibitor],-0.9,i,5%,3,·
O=C(Nc1ccon1)Nc1ccc(Cl)cc1Cl,7%,3,-14%,-1.8,i,-15%,-3,2%
CCCCCC[n+]1c(-c2ccccc2)csc1Nc1ccccc1,11%,-11,-32%[inhibitor],-3.3,i,7%,-5,-1%
CCN(CC)C(=O)C1=C(C)N(CCC2=CCCCC2)C(=O)C(CC(=O)NCc2ccco2)C1 (stereo not given),4%,-4,-22%,-0.2,i,-2%,1,·
COc1cc2c(cc1OC)C(c1cc3ccc(C)cc3[nH]c1=O)N(C(=O)c1ccco1)CC2 (stereo not given),6%,2,-7%,-2.8,i,-15%,5,-1%
NC(=O)c1ccc[n+](CC(=O)c2cccc([N+](=O)[O-])c2)c1,-1%,0,i,0.5,i,-1%,0,-1%
O=C(Cn1c(=O)sc2ccccc21)Nc1ccc(O)cc1,-3%,8,i,0.8,i,-2%,-10,0%
COc1ccc(Br)cc1S(=O)(=O)N(CC(=O)N1CCOCC1)c1ccccc1,7%,-7,-56%[inhibitor][57.5 µM],-0.7,i,-3%,-120*,0%

# An excerpt; the hit share may differ from the screen's.
